# LAP4 TOR yeast = yeast TOR pathway LAP4-GFP modulation | AID 2023 | GFP response vs DMSO, % at 10 µM | 0.34% of 320,000 active | S. cerevisiae LAP4-GFP multiplex, flow cytometry GFP, 3 h; median GFP as percent of DMSO wells;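 active = GFP response vs DMSO above a set limit, about the screen mean plus 3 SD, cut at about 150% in these data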
# AGP1-GFP MLPCN = modulators of TOR pathway AGP1-GFP in S. cerevisiae; GFP response vs DMSO, % at 10 µM; 0.02% of 320,000 active; S. cerevisiae AGP1-GFP multiplex flow cytometry, 3 h; GFP as percent of DMSO wells;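 active = GFP response relative to DMSO above a set limit, near screen average plus 3 SD, cut at about 150% in these data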;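 note: median GFP channel fluorescence of the gated AGP1 strain per well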
# CIT2-GFP yeast = alters CIT2-GFP fluorescence in TOR pathway yeast screen; S. cerevisiae CIT2-GFP strain, flow cytometry, 3 h; 100 means same as DMSO wells; 0.065% of 320,000 active; AID 2029; GFP response vs DMSO, % at 10 µM;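 active = GFP response relative to DMSO above a set limit, near the screen mean plus 3 SD, cut at about 150% in these data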;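 note: ratio of well median GFP fluorescence to mean of DMSO wells on the plate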
# VLA-4 inh = inhibition in a human VLA-4 binding assay. P13612. VLA-4 expressing cells, ligand binding flow cytometry. inhibition, % (about 7 µM as worked out from the volumes in the protocol). 0.2% of 330,000 active. AID 2557; in the data active = inhibition above about 50%
# MEP2 TOR yeast = yeast TOR pathway MEP2-GFP modulation. S. cerevisiae MEP2-GFP strain, flow cytometry GFP, 3 h; 100% = DMSO control level. AID 2016. 0.51% of 330,000 active. GFP response vs DMSO, % at 10 µM;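 active = GFP response versus DMSO above a set limit, roughly screen mean plus 3 SD, cut at about 180% in these data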;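 note: median GFP fluorescence of the barcode-gated MEP2-GFP cells per well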
# GRK2 aptamer HTS = human GRK2 inhibition via aptamer displacement; P25098; bead flow cytometry, FAM-aptamer displacement from GRK2; inhibition of aptamer binding, % at 10 µM; 0.59% of 330,000 active; AID 488847;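 active = inhibition of aptamer binding above 40%, roughly 3 SD of noise, on plates passing a quality check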;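 note: median bead fluorescence of bound FAM aptamer so fluorescent compounds give negative values; no value below 0 was filed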
# Target sequence (P25098 whole entry, looked up): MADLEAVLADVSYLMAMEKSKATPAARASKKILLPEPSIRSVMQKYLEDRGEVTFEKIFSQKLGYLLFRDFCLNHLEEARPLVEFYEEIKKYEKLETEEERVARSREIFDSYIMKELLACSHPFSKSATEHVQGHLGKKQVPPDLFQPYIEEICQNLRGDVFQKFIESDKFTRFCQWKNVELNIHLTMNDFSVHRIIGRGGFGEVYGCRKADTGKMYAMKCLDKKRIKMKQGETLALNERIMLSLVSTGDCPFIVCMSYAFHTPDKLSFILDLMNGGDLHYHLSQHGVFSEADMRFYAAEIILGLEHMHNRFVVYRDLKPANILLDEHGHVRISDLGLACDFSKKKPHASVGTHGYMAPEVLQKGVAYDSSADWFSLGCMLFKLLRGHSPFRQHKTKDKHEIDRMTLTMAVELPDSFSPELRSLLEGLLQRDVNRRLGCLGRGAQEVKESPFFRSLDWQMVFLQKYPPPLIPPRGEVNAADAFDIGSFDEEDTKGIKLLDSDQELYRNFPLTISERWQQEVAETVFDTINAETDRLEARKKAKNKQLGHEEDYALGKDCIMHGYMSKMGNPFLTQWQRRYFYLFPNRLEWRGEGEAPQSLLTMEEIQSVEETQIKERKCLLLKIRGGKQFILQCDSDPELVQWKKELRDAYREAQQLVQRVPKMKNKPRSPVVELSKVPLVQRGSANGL
# RPL19A TOR yeast = alters RPL19A-GFP fluorescence in TOR pathway yeast screen; 0.3% of 330,000 active; percent response vs DMSO, % at 10 µM; S. cerevisiae RPL19A-GFP strain, flow cytometry, 3 h; stronger effect = lower value;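 active = percent response vs DMSO below 50%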;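 note: median channel GFP fluorescence of the barcoded RPL19A-GFP strain; ratio of sample median GFP to plate DMSO average so 100% = DMSO; lower means less RPL19A-GFP as with rapamycin TOR inhibition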
# Yeast superoxide = caloric restriction mimetics inhibiting age-related superoxide in yeast | S. cerevisiae aged cells, superoxide DHE fluorescence; stronger effect = lower value | superoxide response (% of plate mean), % at 10 µM | 0.18% of 330,000 active;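 active = superoxide response under a set limit, about three screen SD below normal, cut at about 65% in these data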;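 note: yeast aged for seven days with compound at 30 °C before DHE staining; 100% = average MFI of all compound-treated wells on the plate with controls excluded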
# An asterisk follows results filed as active; · = no result given.
# The opening two entries as a preview:
SMILES,LAP4 TOR yeast,AGP1-GFP MLPCN,CIT2-GFP yeast,VLA-4 inh,MEP2 TOR yeast,GRK2 aptamer HTS,RPL19A TOR yeast,Yeast superoxide
C[C@]12CCC3C(CC[C@H]4C[C@H](O)CC[C@]34C)C1CCC2=O (stereo not given in full),102,90,85,0,85,0,95,57*
CC(=O)c1cc(C(C)=O)c(C)[n+](C)c1C,104,103,103,-2,92,0,99,85

# The listing (from the top)
SMILES,LAP4 TOR yeast,AGP1-GFP MLPCN,CIT2-GFP yeast,VLA-4 inh,MEP2 TOR yeast,GRK2 aptamer HTS,RPL19A TOR yeast,Yeast superoxide
C[C@]12CCC3C(CC[C@H]4C[C@H](O)CC[C@]34C)C1CCC2=O (stereo not given in full),102,90,85,0,85,0,95,57*
CC(=O)c1cc(C(C)=O)c(C)[n+](C)c1C,104,103,103,-2,92,0,99,85
CC(=O)N1CCN(CCN=Cc2c(O)n(-c3ccc(C)cc3)c(=S)[nH]c2=O)CC1,91,100,107,4,98,4,102,141
Cc1cc(C(=O)C[N+]23CCN(CC2)CC3)c(C)n1-c1ccc(Br)cc1,103,107,92,5,99,0,103,83
CCCc1nnc(NC(=O)CCC(=O)N2CCN(CCOC(c3ccccc3)c3ccccc3)CC2)s1,84,97,99,7,94,0,105,94
CN1CCN(/N=C/c2c(O)n(Cc3ccc(F)cc3)c(=O)[nH]c2=O)CC1,105,107,97,10,100,1,99,99
CN(C)C1(c2nnnn2CCOC(=O)Nc2ccc(Cl)cc2)CCCCC1,95,97,106,8,99,1,98,102
C=C1C(=O)O[C@@H]2C[C@@H](C)[C@@H]3C=CC(=O)[C@@]3(C)[C@@H](O)[C@H]12,133,83,81,27,99,0,101,122
Cc1ccc(C(C)C)c(OCC#CCN2CCCC2)c1,103,106,105,16,104,0,101,89
CCCCn1c(O)c(C(=O)/C=C/c2ccc3c(c2)OCO3)c(=O)[nH]c1=O,109,98,91,4,90,5,101,92
Cc1cccc(NC(=O)CSc2nnc([C@@H](N)Cc3c[nH]c4ccccc34)o2)c1C,103,92,93,-3,100,1,91,108
CC(c1ccccc1)n1cncc1C(=O)N1CCCC1=O (stereo not given),94,110,99,-10,91,0,105,89
O=C(Cn1c(=S)[nH]c2ccccc2c1=O)N1CCC2(CC1)OCCO2,95,101,84,12,102,0,96,103
COC(=O)C1=C(c2cc3ccccc3o2)C[C@@H]2CC[C@H]1N2C(=O)NCCNC(C)=O,99,112,101,-3,104,5,103,98
CCOP(=S)(OCC)Oc1cc(C)oc(=O)c1Cl,103,102,98,16,101,1,98,106
CC(=O)Nc1ccc(OC(=O)N(C)c2ccccc2)cc1,110,103,103,0,108,1,100,102
O=C(c1cc2c(s1)CCCC2)N1CCC2(CC1)OCCO2,106,101,98,8,105,1,100,93
COc1ccc(OC)c([C@@H](O)[C@H](C)NC(C)(C)C)c1,91,96,95,10,92,0,101,98
CCc1ccc(-c2nn(Cc3ccccc3)cc2C=O)cc1,107,97,88,8,96,6,101,81
C[C@@H](N)Cc1cnc[nH]1,106,90,82,-6,99,2,96,92
CCN1C[C@]2(CO)CC[C@H](OC)[C@@]34C5C[C@H]6[C@H](OC)C5[C@](O)(C[C@H]6OC)[C@@](O)(C(OC)C23)[C@@H]14 (stereo not given in full),100,98,92,5,109,1,97,111
COc1ccccc1OCC(=O)Nc1ccc(Cl)cc1C(=O)c1ccccc1,106,99,94,2,99,0,99,97
O=c1[nH]c(=O)n(-c2ccccc2)c(O)c1N=Nc1ccc(Br)cc1,99,103,95,-10,97,2,95,93
Clc1ccc(C(c2ccc(Cl)cc2)n2cc[n+](CC(OCc3ccc(Cl)cc3Cl)c3ccc(Cl)cc3Cl)c2)cc1 (stereo not given),103,68,71,10,100,0,92,110
CCC12CN3CCN(CC(C3)/C1=N\O)C2,100,107,98,5,98,0,101,102
SMILES,LAP4 TOR yeast,AGP1-GFP MLPCN,CIT2-GFP yeast,VLA-4 inh,MEP2 TOR yeast,GRK2 aptamer HTS,RPL19A TOR yeast,Yeast superoxide
CC(C)CC(NC(=O)C1CCCCC1)C(=O)N1CCC2(CC1)OCCO2 (stereo not given),99,103,106,-2,100,0,97,109
O=C(COc1ccc(Cl)cc1)NCCc1cnc[nH]1,104,103,105,15,116,1,107,99
Cc1ccc(-n2c(O)c(C=Nc3ccccc3N)c(=O)[nH]c2=O)cc1C,90,98,122,21,92,3,98,96
CCCCCP(=O)(O)c1ccccc1,123,119,·,11,108,3,122,106
CN1C(=O)/C(=C\c2ccc(N3CCCCC3)o2)C(=O)NC1=S,101,101,96,22,105,0,98,110
CS(=O)(=O)Nc1ccc(Cc2noc(-c3ccc4[nH]cc(CCN)c4c3)n2)cc1,105,89,88,-4,97,0,98,100
O=c1[nH]c(O)c(C=NCCc2ccccc2)c(=O)[nH]1,96,98,99,5,87,0,94,113
Cc1cccc(OCC(=O)N2CCN(Cc3ccc4c(c3)OCO4)CC2)c1,108,105,96,12,96,1,101,101
Oc1ccc2c3c1OC1C(O)CC[C@@]4(O)[C@@H](C2)N(CC2CCC2)CC[C@]314 (stereo not given in full),99,85,100,-1,94,0,92,96
Cc1nc2cc(C(F)(F)F)ccc2n1C1CCN(Cc2nnnn2Cc2cccs2)CC1,95,107,104,-8,103,0,101,92
Cc1cc(N(CCCl)CCCl)ccc1/C=N/N=C(\N)c1cnccn1,·,·,·,-1,96,0,97,88
COC(=O)C1=C(c2ccc(OC(F)(F)F)cc2)C[C@@H]2CC[C@H]1N2C(=O)NC1CC1,105,102,98,0,106,0,100,107
COc1ccc(NC(=O)N2CCC3(CC2)OCCO3)cc1OC,92,99,106,2,96,9,103,99
O=[N+]([O-])c1cc(F)c(N2CCCCCC2)cc1N1CCNCC1,88,97,97,4,94,0,99,100
CC(Cc1cnccn1)NCc1c(C(=O)N2CCCCCCC2)nc2ccc(Cl)cn12 (stereo not given),84,92,93,-1,100,5,100,92
Cc1cccc(C#N)c1,108,100,88,12,102,1,99,106
O=C(c1ccc2c(c1)OCO2)C1CCCN(Cc2ccc(F)c(F)c2)C1 (stereo not given),100,108,101,-2,98,0,105,98
Fc1ccc(N2CCN(Cc3cc4c(cc3Br)OCO4)CC2)cc1,93,100,102,11,97,1,102,93
Oc1ccc2c3c1OC1c4[nH]c5ccccc5c4C[C@@]4(O)C(C2)N(CC2CC2)CC[C@]314 (stereo not given in full),120,102,101,-4,109,0,104,93
FC(F)(F)/C(=N\P(=S)(N1CCOCC1)N1CCOCC1)N1CCOCC1,108,110,119,-6,103,0,108,91
C=C(CC1CC(O)[C@]2(C)OC3CC4OC5C[C@]6(C)O[C@]7(C)CCC8OC9C[C@]%10(C)OC%11C(C)=CC(=O)OC%11CC%10OC9C[C@@H](C)C8OC7CC6O[C@]5(C)C/C=C\C4OC3CC2O1)C(=O)O (stereo not given in full),117,90,103,23,89,5,99,102
COC(=O)C1=C(c2ccc(OCc3ccccc3)cc2)C[C@@H]2CC[C@H]1N2C(=O)NCCN1CCOCC1,109,108,101,2,99,0,110,123
COc1ccc2c(c1)c(C(=O)O)c(C)n2CC(C)C,94,76,64,-4,95,0,107,92
COc1ccccc1Cn1c(SCC#N)nc2cc(C(=O)N3CCC4(CC3)OCCO4)ccc2c1=O,93,92,88,2,85,0,89,99
Cc1nn(Cc2ccc(Cl)cc2Cl)c(Cl)c1C(=O)O,109,97,107,28,99,0,107,121

# Some of the entries so far, with tabs.
structure	LAP4 TOR yeast	AGP1-GFP MLPCN	CIT2-GFP yeast	VLA-4 inh	MEP2 TOR yeast	GRK2 aptamer HTS	RPL19A TOR yeast	Yeast superoxide
CC(C)CC(NC(=O)C1CCCCC1)C(=O)N1CCC2(CC1)OCCO2 (stereo not given)	99	103	106	-2	100	0	97	109
O=C(COc1ccc(Cl)cc1)NCCc1cnc[nH]1	104	103	105	15	116	1	107	99
Cc1ccc(-n2c(O)c(C=Nc3ccccc3N)c(=O)[nH]c2=O)cc1C	90	98	122	21	92	3	98	96
CCCCCP(=O)(O)c1ccccc1	123	119	·	11	108	3	122	106
CN1C(=O)/C(=C\c2ccc(N3CCCCC3)o2)C(=O)NC1=S	101	101	96	22	105	0	98	110
CS(=O)(=O)Nc1ccc(Cc2noc(-c3ccc4[nH]cc(CCN)c4c3)n2)cc1	105	89	88	-4	97	0	98	100
O=c1[nH]c(O)c(C=NCCc2ccccc2)c(=O)[nH]1	96	98	99	5	87	0	94	113
Cc1cccc(OCC(=O)N2CCN(Cc3ccc4c(c3)OCO4)CC2)c1	108	105	96	12	96	1	101	101
Oc1ccc2c3c1OC1C(O)CC[C@@]4(O)[C@@H](C2)N(CC2CCC2)CC[C@]314 (stereo not given in full)	99	85	100	-1	94	0	92	96
Cc1nc2cc(C(F)(F)F)ccc2n1C1CCN(Cc2nnnn2Cc2cccs2)CC1	95	107	104	-8	103	0	101	92
Cc1cc(N(CCCl)CCCl)ccc1/C=N/N=C(\N)c1cnccn1	·	·	·	-1	96	0	97	88
COC(=O)C1=C(c2ccc(OC(F)(F)F)cc2)C[C@@H]2CC[C@H]1N2C(=O)NC1CC1	105	102	98	0	106	0	100	107

# (continued)
SMILES,LAP4 TOR yeast,AGP1-GFP MLPCN,CIT2-GFP yeast,VLA-4 inh,MEP2 TOR yeast,GRK2 aptamer HTS,RPL19A TOR yeast,Yeast superoxide
O=C(Cc1ccccc1)Oc1cccc(N2C(=O)CCC2=O)c1,99,102,105,27,100,11,98,126
O=[N+]([O-])c1ccc(NC2CCCC2)c2ccncc12,103,94,100,10,100,0,96,102
C=CC1CN2CCC1CC2c1[nH]c2ccccc2c1CCO (stereo not given),96,99,104,2,105,3,100,94
CN1C[C@@H]2C[C@@H](c3cccn3-c3ccccn3)N3CCC[C@@]23C1=O,103,112,118,5,111,2,99,101
CCC(C)NC(=O)CCC(=O)OC1O[C@H]2OC3(C)CC[C@H]4[C@H](C)CCC(C1C)C24OO3 (stereo not given in full),105,105,114,-8,113,0,105,99
CNC(=O)Oc1ccc2c(c1)C(=O)c1ccccc1CO2,107,96,92,9,100,0,99,85
O=C(O)Cn1cc(C(=O)c2ccccc2F)c2ccccc21,99,105,103,9,110,0,106,100
CCn1ccnc1CN1CCCC(C(=O)c2ccc(SC)cc2)C1 (stereo not given),102,96,95,-3,99,0,98,104
CC(C)N1CCN(Cc2cccc3c2OCO3)CC1CCO (stereo not given),99,92,104,-1,112,0,99,99
COC(=O)C1=C(c2cc3ccccc3s2)C[C@@H]2CC[C@H]1N2C(=O)N1CCC(C)CC1,130,85,84,13,84,1,95,90
Cc1ccc(N2C(=O)NC(=O)/C(=C\C=C\c3ccco3)C2=O)cc1,109,105,114,18,99,25,99,97
Cc1ccc(NP(=O)(Oc2ccccc2F)Oc2ccccc2F)cc1,114,100,89,-4,94,3,93,144
Cc1ccc(C(O)P(=O)(Oc2ccccc2)Oc2ccccc2)cc1 (stereo not given),110,89,89,21,95,0,100,110
O=C(CCc1ccc(O)cc1)N1C[C@H]2C[C@@H](C1)c1cccc(=O)n1C2,105,98,96,8,96,3,100,111
Cc1ccc(C2N(c3cc(C)on3)C(=O)C3CCCN32)cc1 (stereo not given),100,97,96,19,98,2,98,94
C[C@]12CCC3C(CC[C@H]4C[C@@H](O)CC[C@]34C)[C@H]1CC[C@H]2O (stereo not given in full),102,90,85,-1,88,0,98,78
CCn1c(O)c(C(=O)CC2NCCc3ccccc32)c(=O)n(CC)c1=S (stereo not given),95,101,96,8,105,1,101,108
O=C1CC(=O)N(c2ccc3c(c2)OCO3)C(=O)N1,99,104,102,-6,108,7,102,89
Cc1cc(/C=C2/C(=O)NC(=O)N(Cc3ccco3)C2=O)c(C)n1-c1ccccc1O,102,101,114,6,101,12,100,98
CC(=NCc1ccco1)c1c(O)n(Cc2ccccc2)c(=O)[nH]c1=O,96,96,90,4,94,3,95,101

# Screening data from PubChem.

# A portion of the library; count on the stated rates, not on these rows.
